CHX counter – counter-screen for Shiga toxin inhibitors: cycloheximide protein synthesis inhibition; 300,000 tested, 12% active; max response, %; AID 2314; cell reporter, cycloheximide protein synthesis inhibition counterscreen; in the data active = max response mostly above about 13%, no sharp cut-off; inactive = mostly below about 14%; also: read at 38.3 µM for the half of the compounds with a filed dose; 0% is about no effect
Pf growth 96h – P. falciparum growth inhibition at 96 hours; Potency, µM (titrated, usually from 28.7 µM), for inactives: at the top dose activity change, negative = inhibition, hits mostly inhibitors; 320,000 tested, 6.9% active; AID 504834; P. falciparum luciferase reporter growth, 96 h; also: potency is read from the fitted curve at half-maximal effect; % is scaled to controls: 0 for no effect and ±100 for the full control effect
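Compounds incubated with erythrocytes infected by luciferase-expressing P. falciparum (2% hematocrit, 0.05% parasitemia final) for 96 hours, 37 C in 5% CO2. Growth inhibition scored as decreased luciferase luminescence.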
Sm TGR inh – blocks Schistosoma mansoni thioredoxin glutathione reductase. Potency, µM (series often up to 114 µM), for the others: top-dose activity change, negative = inhibition, most hits filed as inhibitors. 360,000 tested, 3% active. purified TGR, DTNB reduction, TNB absorbance 405 nm. Q962Y6. AID 485364; also: potency is read from the fitted curve at half-maximal effect; % is scaled to controls: 0 for no effect and ±100 for the full control effect; nearly all actives have a fitted effect of over 60% in size
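First, TGR (20 nM dispensed) and NADPH were mixed with compound. Second, a 15 min room-temperature incubation followed. Third, further NADPH and then DTNB were added to start the reaction. Finally, TNB absorbance was monitored kinetically.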
Pf growth 48h – inhibits P. falciparum growth in the first generation, 48 h | P. falciparum luciferase growth in erythrocytes, 48 h | Potency, µM (doses to about 28.7 µM), for the others: at the highest dose activity change, negative = inhibition, actives largely listed as inhibitors | 310,000 tested, 5.9% active; also: potency is read from the fitted curve at half-maximal effect; % is scaled to controls: 0 for no effect and ±100 for the full control effect
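A one-generation exposure of luciferase-tagged malaria parasites in RPMI 1640/Albumax erythrocyte culture, 37 C and 5% CO2. Inhibition is inferred from decreased luminescence after adding detection reagent.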
Giardia FBPA inh – blocks Giardia fructose-bisphosphate aldolase activity. Potency, µM (highest dose often 59.6 µM), for inactives: at the highest dose activity, negative = inhibition, hits mostly inhibitors. 290,000 tested, 0.71% active. A8B2U2. AID 2451. purified Giardia FBPA; also: potency is read from the fitted curve at half-maximal effect; % is scaled to controls: 0 for no effect and ±100 for the full control effect; nearly all actives have a fitted effect of over 55% in size
Target sequence (A8B2U2 whole entry, looked up): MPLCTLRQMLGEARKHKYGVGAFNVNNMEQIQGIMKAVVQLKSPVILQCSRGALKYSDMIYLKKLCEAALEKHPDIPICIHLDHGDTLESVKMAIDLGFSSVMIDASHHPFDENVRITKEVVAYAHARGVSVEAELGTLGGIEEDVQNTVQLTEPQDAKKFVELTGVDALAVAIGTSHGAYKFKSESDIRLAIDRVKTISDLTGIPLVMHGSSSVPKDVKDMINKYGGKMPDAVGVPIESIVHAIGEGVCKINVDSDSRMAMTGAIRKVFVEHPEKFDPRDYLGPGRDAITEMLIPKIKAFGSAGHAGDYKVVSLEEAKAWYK
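Giardia FBPA (40 nM reagent) was preincubated 10 min at RT with compound (up to 57.5 uM final), then substrate plus GAPDH/TPI/NAD/arsenate coupling system with diaphorase/resazurin was added; resorufin fluorescence (525/598 nm) was read after 20 min.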
Shiga inhibitor – blocks Shiga toxin action in Vero cells. Vero cells, Shiga toxin protein synthesis inhibition reporter. inhibition, % at 38.7 µM. 290,000 tested, 9.2% active; in the data active = inhibition mostly above about 28%, no sharp cut-off; inactive = mostly below about 43%; also: 0% is about no effect
Active calls of the source: *; i = inactive; ? = inconclusive; / = not tested or not shown; [ ] = dose if it differs, or a comment. Unless noted, calls follow the shape of the dose curve; as a rule, active = well fitted curve in the direction sought with a large enough effect; inconclusive = small, poorly fitted or top-dose-only effect, or another doubt; inactive = no such curve, though single readings can be large; an effect the other way counts as inactive or inconclusive.

structure	Giardia FBPA inh	Shiga inhibitor	CHX counter	Pf growth 96h	Pf growth 48h	Sm TGR inh
O=C(c1ccc2c(c1)OCCO2)N1CCCC(CNS(=O)(=O)c2cccs2)C1 (configuration not stated)	-1%	21	10	14%	-3%	5%
CC[n+]1ccc(C)c2cc(S(=O)C(F)(F)F)ccc21 (configuration not stated)	?	-10	-4	?	3.7µM*	-1%
COc1cc(NC(=O)c2ccc(C)cc2C)ccc1NC(=O)c1cc2ccccc2o1	-3%	-3	-2	?	56%[activator]	0%
Cc1cc(NC(=O)CSCC(=O)N(C)Cc2ccc(Cl)c(Cl)c2)no1	/	-8	0	?	-2%	3%
Cc1cccc(C)c1Nc1nnc(SCC(=O)NCc2ccco2)s1	-4%	16	1	0.83µM*	?	-19%
CCn1nc(C)c(CN2CCC(C(=O)Nc3cccc(-c4cccc(Cl)c4)c3)CC2)c1C	/	-14	-6	-12%	?	27%
CC1CCN(Cc2nnnn2CCCC(=O)N(C)C(C)c2ccccn2)CC1 (configuration not stated)	/	14	12	-12%	3%	?
COc1ccc(N(CC(=O)NC2CCCC2)C(=O)c2ccc(N3CCCCC3)nc2)cc1	3%	30	-7	?	9.3µM*	-8%
CSCCOC(=O)C1=C(C)NC(=O)NC1c1ccc2c(c1)OCO2 (configuration not stated)	8%	-4	-2	42%[activator]	2%	-20%
CC(C(=O)N(C)CC(=O)Nc1ccccc1C(F)(F)F)N1C(=O)c2ccccc2C1=O (configuration not stated)	/	/	/	-13%	?	1%
CCN(CC)CCN(C(=O)/C=C/c1cccs1)c1nc2ccc(C)cc2s1	/	10	-8	?	?	-12%
Fc1ccccc1-c1nc2ccccc2[nH]1	-26%	111*	39*	13µM*	5%	0%
CCC(C)N1CC(=O)N2Cc3[nH]c4ccccc4c3C[C@H]2C1=O (some centres not stated)	2%	-6	-5	4%	-9%	1%
COc1ccc(/C=N/NC(=O)CSc2ccccc2)cc1OC	5%	13	14*	-20%	5%	8%
COc1ccccc1N(C)S(=O)(=O)c1ccc(C(=O)OCC(=O)NCCC2=CCCCC2)cc1	-3%	2	-4	4%	20%	5%
COc1ccccc1CNC(=O)CCNC(=O)Cn1cnc2ccccc2c1=O	12%	14	1	87%[activator]	20%	31%
CN1C(=O)C(CC(=O)Nc2ccc(F)cc2)N(NC(=O)c2cccc(F)c2)C1=S (configuration not stated)	-12%	-2	0	?	?	-1%
CCOc1ccc2nc(NC(=O)CS(=O)(=O)c3ccc(C)cc3)sc2c1	0%	20	25	12%	/	-28%
O=C(CN1CCOc2ccccc21)NCc1ccco1	-18%	8	4	?	/	50µM*
CCOc1ncccc1C(=O)OCC(=O)Nc1ccc(S(=O)(=O)N2CCCC2)cc1	/	/	/	56%[activator]	80%[activator]	-1%

Carrying on:
structure	Giardia FBPA inh	Shiga inhibitor	CHX counter	Pf growth 96h	Pf growth 48h	Sm TGR inh
Cc1ccc(C2Nc3ccccc3NC3=C2C(=O)CC(C)(C)C3)c(O)c1 (configuration not stated)	-2%	30	14*	14%	5%	-7%
COc1cccc(NC(=O)Nc2nnc(CC(=O)NCc3ccccc3)s2)c1	7%	-4	2	-8%	-24%	-4%
COCCCNC(=S)N1CCN(c2nc(-c3ccc(F)cc3)cs2)CC1	-3%	/	9	?	?	1%
CCCCCOC(=O)Nc1nnc(CCCCC)s1	8%	-24	-3	/	2%	0%
O=C(/C=C/c1ccco1)Nc1ccc(Cl)c(S(=O)(=O)N2CCOCC2)c1	-4%	74*	20*	-29%	?	8.9µM*
COc1cc(-c2nc3cc(C)ccn3c2NC2CCCCC2)ccc1-c1ccc(C(C)=O)cc1	/	/	/	10µM*	5.2µM*	2%
N#Cc1ccc(CSc2nnc(NC(=O)c3ccc(=O)[nH]c3)s2)cc1	12%	-5	-2	?	?	-3%
Cc1ccc2c(Cl)c(C(=O)NCC(c3ccco3)N3CCCC3)sc2c1 (configuration not stated)	/	-4	6	?	?	-16%
CCOc1cc(Br)c(CC(=O)O)cc1OCC	6%	17	7	-7%	131%[activator]	13%
COCCN(C(=O)c1ccc(N2C(=O)c3ccccc3C2=O)cc1)c1c(N)n(CC(C)C)c(=O)[nH]c1=O	/	/	/	32%[activator]	26%	-4%
CCOCCCN(C(=O)Cn1nnc(-c2ccc(OC)c(OC)c2)n1)C(C(=O)NCC1CCCO1)c1ccc(F)cc1 (configuration not stated)	-4%	-3	-3	-16%	?	-1%
COc1ccc(-c2cc([C@H]3[C@H]4C=CC[C@@H](C)[C@@H]4C(=O)N3Cc3ccccc3)ccc2F)cc1OC	-7%	61*	22*	?	?	-20%
COc1ccc(S(=O)(=O)NCCN2CCOCC2)c(C)c1C	-3%	-10	-2	-11%	16%	-2%
O=C(Nc1ccccc1F)Nc1ccccc1Br	-6%	68*	25*	-19%	43%[activator]	/
CN(CC(=O)O/N=C(\N)c1cccc([N+](=O)[O-])c1)S(=O)(=O)c1ccccc1	-1%	18	10	/	11%	2%
Cn1c(NC(=O)c2cccc(C(F)(F)F)c2)cc(=O)n(C)c1=O	0%	-4	-1	-2%	-9%	-25%
CCCc1nc2c([nH]1)c(=O)n(C)c(=O)n2C	-2%	1	-3	56%[activator]	32%[activator]	7%
O=C(CN1CCCC1c1ccc2c(c1)OCCO2)NC(=O)Nc1ccccc1 (configuration not stated)	/	/	/	?	?	1%
Cc1ccc(-c2csc3ncnc(-n4cnc5ccccc54)c23)cc1	5%	-22	-2	?	-10%	-13%
Cn1c(=O)n(C)c2cc(NC(=O)C(F)(F)F)ccc21	-22%	-12	-2	/	-17%	3%

Following part.
structure	Giardia FBPA inh	Shiga inhibitor	CHX counter	Pf growth 96h	Pf growth 48h	Sm TGR inh
COc1ccc(OC)c(NC(=S)N(CCc2c(C)[nH]c3ccccc23)Cc2cccs2)c1	-7%	-11	-3	?	?	-9%
O=C1NC(=O)C(=Cc2csc3ccccc23)C(=O)N1	?	-6	-1	87%[activator]	?	-18%
COc1cccc(OCCSc2nc3ccccc3c(=O)[nH]2)c1	2%	1	25	281%[activator]	10%	0%
CCOc1c(Br)cc(C2NC(=O)CCC2[N+](=O)[O-])cc1OC (configuration not stated)	2%	-12	-3	-12%	-10%[0.00184 µM]	-11%
Cc1ccc(NC(=O)N2CCC(C(=O)c3ccc(F)cc3)CC2)cc1	-2%	13	11	-6%	-9%	6%
COc1cc(C(C)=O)ccc1OCCN1CCC(Cc2ccccc2)CC1	?	-6	-1	-18%[5.75 µM]	?	1%
Cc1cccc(C)c1NC(=O)CN1C(=O)NC(C)(CCc2ccccc2)C1=O (configuration not stated)	6%	-2	1	0%	-7%	2%
COc1cc([C@@H]2C[C@H]3CN(c4ccccc4)C(=O)[C@]34CCCN24)cc(OC)c1OC	-2%	-8	-1	i	?	?
Cc1c(C(=O)O)cccc1-n1c(C)cc(C=O)c1C	-2%	-5	7	23%	-2%	-5%
Cc1onc(-c2ccccc2Cl)c1C(=O)OCC(=O)c1c(N)n(C)c(=O)n(C)c1=O	1%	18	2	-15%	?	10%
COc1ccc(Cc2noc(CN(C)Cc3ccc(-n4cccn4)cc3)n2)cc1OC	1%	-16	-3	2.1µM*	-15%	-7%
CC(NC(=O)c1ccco1)C(=O)N1CCN(c2ccccc2)CC1 (configuration not stated)	/	-21	-3	18%	-7%	-22%
Cc1ccc(NCCC(=O)c2ccc(Cl)cc2)cc1C	/	22	-1	96%[activator]	43%[activator]	?
Cc1ccc(CNC(=O)C(=O)NCC2OCCN2S(=O)(=O)c2ccc3c(c2)OCCO3)cc1 (configuration not stated)	-1%	-14	-3	?	0%	/
Clc1cccc(CSC2=NCCCN2)c1	-7%	1	10	-26%	?	2%
CNC(=O)COC(=O)c1ccc(Cl)c(S(=O)(=O)N2CCCC2)c1	4%	-9	-1	-6%	-9%	1%
O=S(=O)(NCC1CCCO1)c1ccc(-c2ccc(Cl)cc2)cc1 (configuration not stated)	0%	20	17*	42%[activator]	0%	8%
COc1ccc(OC)c(NC(=O)COC(=O)c2ccc(OC)c(S(=O)(=O)N3CCOCC3)c2)c1	/	/	/	?	?	-10%
C=CCn1c(O)c(C(CC)=NCc2cc(OC)cc(OC)c2)c(=O)[nH]c1=O	3%	3	2	55%[activator]	-9%	-14%
CCCCc1ccc(NC(=O)N[C@H](C(=O)O)C(C)CC)cc1 (some centres not stated)	10%	-3	-1	15%	14%	0%

New compounds follow:
structure	Giardia FBPA inh	Shiga inhibitor	CHX counter	Pf growth 96h	Pf growth 48h	Sm TGR inh
Cc1onc(-c2ccccc2Cl)c1C(=O)N1C=CC(C(F)(F)Cl)=NCC1	3%	-4	-3	28%	12%	5%
CCN(CC)S(=O)(=O)c1cccc(-c2nnc(SCC(=O)NCCC3=CCCCC3)n2N)c1	1%	-8	2	12µM*	-16%	-3%
Nc1nccnc1C(=O)OCC(=O)Nc1ccc2[nH]c(=O)[nH]c2c1	/	/	/	17%	33%[activator]	-7%
O=C(CCOc1ccccc1)Nc1ccnn1C1CCN(C(=O)CCC(F)(F)F)CC1	/	25	23*	12µM*	?	-9%
COc1ccc(CC(=O)OCC(=O)NCC2CCCO2)cc1OC (configuration not stated)	/	/	/	12%	2%	-1%
Cc1nnc(NC(=O)c2sc3ccccc3c2Cl)s1	?	-21	11	-26%	-26%	-1%
O=c1c(Br)c(N2CCOCC2)cnn1-c1ccccc1	5%	92*	18*	4%	260%[activator]	2%
OC(CN1CCCCC1)c1c[nH]c2ccccc12 (configuration not stated)	4%	20	-6	1%	2%	3%
O=[N+]([O-])c1ccc(/C=C/c2ccc3cccc(O)c3n2)cc1	10%	98*	60*	-14%	/	-14%
O=C(OCCN1C(=O)c2ccccc2C1=O)c1cccs1	6%	19	19	0%	20%	0%
O=C(c1ccc(S(=O)(=O)Nc2cccc(C(F)(F)F)c2)cc1)N1CCN(c2ccccc2O)CC1	/	/	/	?	?	-15%
CN1C(=O)C(Cc2cccs2)C(=O)N(C)C1=O	-1%	-9	-2	-19%	-3%	?
CCCn1c(SCN2C(=O)c3ccccc3C2=O)nc2cc(Cl)ccc2c1=O	1%	-9	-3	39%[activator]	11%	-18%
Oc1ccc(/C=N/Nc2ccnc3cc(Cl)ccc23)cc1O	-8%	1	-3	0.74µM*	0.66µM*	-2%
CN1CCNC(=O)C1CC(=O)O (configuration not stated)	0%	9	2	-24%	10%	-20%
CC(C)N1CCN(Cc2ccc(C#CC(C)(C)O)s2)CC1CCO (configuration not stated)	0%	-3	-2	18%	36%[activator]	-6%
CNc1ncnc2sc(-c3ccccc3)cc12	-14%	15	12	26%	-3%	-16%
NS(=O)(=O)c1ccc(CCNC(=O)c2ccc(OCC3CCCO3)cc2)cc1 (configuration not stated)	9%	-3	-7	-4%	6%	-4%

Shown with two lines to a compound: entries from further up
Each structure is followed by: Giardia FBPA inh	Shiga inhibitor	CHX counter	Pf growth 96h	Pf growth 48h	Sm TGR inh
> Cc1nnc(NC(=O)c2sc3ccccc3c2Cl)s1
    ?	-21	11	-26%	-26%	-1%
> COc1cc([C@@H]2C[C@H]3CN(c4ccccc4)C(=O)[C@]34CCCN24)cc(OC)c1OC
    -2%	-8	-1	i	?	?
> O=C(CN1CCOc2ccccc21)NCc1ccco1
    -18%	8	4	?	/	50µM*
> O=C(OCCN1C(=O)c2ccccc2C1=O)c1cccs1
    6%	19	19	0%	20%	0%
> Cn1c(=O)n(C)c2cc(NC(=O)C(F)(F)F)ccc21
    -22%	-12	-2	/	-17%	3%
> COc1cccc(NC(=O)Nc2nnc(CC(=O)NCc3ccccc3)s2)c1
    7%	-4	2	-8%	-24%	-4%
